PI5P4K alpha inh: qHTS for Inhibitors of phosphatidylinositol 5-phosphate 4-kinase (PI5P4K). max response, %. PI5P4Kalpha enzyme, ADP-Glo luminescence, 60 min; stronger effect = lower value. 330,000 tested, 1.2% active; active = max response of -50% or lower; inconclusive = between -30% and -50%; inactive = -30% or higher; note: value at the top dose of about 77 µM; % is set by controls: 0 for no effect and ±100 for the full control effect
Target sequence (P48426 whole entry, looked up): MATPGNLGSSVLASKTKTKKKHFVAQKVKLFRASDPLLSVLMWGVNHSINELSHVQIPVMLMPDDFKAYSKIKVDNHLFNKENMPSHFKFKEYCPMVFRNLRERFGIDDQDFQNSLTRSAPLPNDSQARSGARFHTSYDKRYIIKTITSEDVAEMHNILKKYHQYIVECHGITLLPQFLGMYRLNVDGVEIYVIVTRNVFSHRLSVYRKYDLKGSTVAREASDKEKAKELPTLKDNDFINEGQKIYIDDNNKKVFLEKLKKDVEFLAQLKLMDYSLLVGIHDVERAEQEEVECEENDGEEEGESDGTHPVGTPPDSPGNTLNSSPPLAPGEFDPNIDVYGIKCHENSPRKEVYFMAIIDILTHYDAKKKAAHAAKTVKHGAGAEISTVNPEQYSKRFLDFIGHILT
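Reactions run in 0.038 M HEPES pH 7.4, 0.28 mM EGTA, 0.1% CHAPS and 5% DMSO, with PI5P4Kalpha, substrate, compound and 5 microM ATP final, one hour at room temperature. Readout is ADP-Glo luminescence.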
GLP-1R agonist: qHTS of GLP-1 Receptor Agonists; Glucagon-like peptide 1 receptor (Homo sapiens), P43220; AID 624172, 2012; HEK293 GLP-1R CRE-luciferase, luminescence, 4-6 h; cells express a hypersensitive GLP-1R form; Potency, µM (top dose mostly 45.6 µM), for the others: top-dose activation, most hits filed as activators; 380,000 tested, 0.007% active; note: potency is the fitted concentration of half-maximal effect; % of control where 0% means no effect
HEK293 tox: qHTS of GLP-1 Receptor Inverse Agonists: Cytotox Screen; HEK293 cAMP-luciferase reporter cells, luminescence, 24 h; Potency, µM (top dose mostly 38.3 µM), for inactives: at the highest dose activity change, negative = inhibition, most hits filed as inhibitors; 410,000 tested, 0.13% active; AID 624418, 2012;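 note: loss of luciferase light is scored as toxicity; potency is the fitted concentration of half-maximal effect; % is set by controls: 0 for no effect and ±100 for the full control effect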
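Step one: seed cells (200 cells/uL, DMEM with 10% Nu serum, 1% pen-strep). Step two: 12-hour incubation at 37 deg C. Step three: pin 23 nL compound, incubate 24 hr. Step four: add luciferase reagent, read luminescence 12 min later.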
IL2 activator: qHTS of IL-2 Activators | 360,000 tested, 0.065% active | IL-2 activation reporter assay, cell-based qHTS; stimulated with anti-CD3/CD4/CD28 beads; in transgenic mouse T cells | activation, % (series mostly up to about 46 µM); in the data active = activation above about 50%; inconclusive = mostly about 30% to 49%; note: 0% is about no effect
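Unstimulated transgenic mouse T cells; 60-min compound exposure; bead-based TCR/CD4/CD28 stimulation; 18 h culture, 37 degrees C; dual fluorescence (EGFP, DsRed) plate cytometry.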
GLP1R inv ag: qHTS of GLP-1 Receptor Inverse Agonists (Inhibition Mode). Glucagon-like peptide 1 receptor (Homo sapiens), P43220. HEK293 GLP-1R CRE-luciferase, luminescence, 24 h; GLP-1R form is constitutively active. Potency, µM (top dose mostly 38.3 µM), without a hit: top-dose activity change, negative = inhibition, actives largely listed as inhibitors. 410,000 tested, 1.6% active; note: potency is the fitted concentration of half-maximal effect; % is set by controls: 0 for no effect and ±100 for the full control effect; nearly all actives have a fitted effect of over 55% in size
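Constitutively active GLP-1R drives a cAMP-responsive luciferase in stably transfected HEK293 cells; test compounds are added after overnight (12 h) attachment and left 24 hr, and signal loss in luminescence marks inhibition.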
DRD3 antagonist: qHTS of D3 Dopamine Receptor Antagonist: qHTS; max response, negative = inhibition, %; D3R cells, DiscoveRx beta-arrestin luminescence, antagonist mode; stronger effect = lower value; 360,000 tested, 2.5% active; D(3) dopamine receptor (Homo sapiens), P35462; in the data active = max response below about -50%; inconclusive = no clear call, values can overlap the other calls; note: % is set by controls: 0 for no effect and ±100 for the full control effect; mostly tested at two doses, the higher about 12 µM
Target sequence (P35462 whole entry, looked up): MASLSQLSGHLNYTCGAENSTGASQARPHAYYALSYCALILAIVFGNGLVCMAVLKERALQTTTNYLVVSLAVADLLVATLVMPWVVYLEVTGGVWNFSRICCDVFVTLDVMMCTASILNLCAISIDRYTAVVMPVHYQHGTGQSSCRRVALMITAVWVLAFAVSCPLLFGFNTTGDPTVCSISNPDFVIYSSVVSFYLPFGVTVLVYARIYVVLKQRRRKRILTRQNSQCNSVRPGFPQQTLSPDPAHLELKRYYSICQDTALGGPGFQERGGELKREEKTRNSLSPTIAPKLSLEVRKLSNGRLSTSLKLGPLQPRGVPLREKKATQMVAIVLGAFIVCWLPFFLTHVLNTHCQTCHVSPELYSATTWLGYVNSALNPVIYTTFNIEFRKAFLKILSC
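Cells expressing the human receptor were seeded at 1500 cells/well, incubated overnight at 37 degrees C in 5% CO2, then exposed to library compounds with dopamine controls for 90 minutes at 37 degrees C before luminescent detection.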
WRN helicase inh: qHTS for Inhibitors of WRN Helicase. 360,000 tested, 0.46% active. Potency, µM (top dose mostly 114 µM), inactives show at the top dose activity change, negative = inhibition, usual class: inhibitors. WRN helicase unwinding, fluorescent forked duplex, kinetic; note: potency is the fitted concentration of half-maximal effect; % is set by controls: 0 for no effect and ±100 for the full control effect; nearly all actives have a fitted effect of over 55% in size
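Enzyme (20 nM final) and test compound sit together 15 min at room temperature before substrate addition. Substrate is a single-forked duplex oligonucleotide (100 nM) labelled with fluorophore and quencher, with 2 mM ATP; helicase unwinding raises red fluorescence, read kinetically.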
PLK1 PBD block: qHTS for Inhibitors of PLK1-PDB (polo-like kinase 1 - polo-box domain): Primary Screen. Serine/threonine-protein kinase PLK1 (Homo sapiens), P53350. Plk1 PBD binding of FITC phosphopeptide, fluorescence polarization. Potency, µM, for inactives: max response, negative = inhibition, actives largely listed as inhibitors. AID 720504, 2013. 360,000 tested, 2.8% active; note: potency is the fitted concentration of half-maximal effect; series mostly up to about 57 µM; % is set by controls: 0 for no effect and ±100 for the full control effect; nearly all actives have a fitted effect of over 65% in size
DRD3 agonist: qHTS of D3 Dopamine Receptor Agonist: qHTS. D(3) dopamine receptor (Homo sapiens), P35462. D3R DiscoveRx beta-arrestin cells, luminescence, 90 min. max activation, %. 410,000 tested, 0.58% active; in the data active = max activation above about 30%; note: 0% is about no effect; mostly tested at two doses, the higher about 12 µM
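Agonist mode: compounds and dopamine controls were applied to plated cells for 90 min at 37 degrees C after an overnight attachment at 1500 cells/well. Luminescent read-out followed 30 - 60 minutes at room temperature with DiscoveRx detection reagent.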
* marks the source's active call; other numbers are inactive results; ? = inconclusive; . = not tested or not shown; & = joins results of further samples; [ ] = remark or other dose. Unless noted, calls come from the whole dose curve; as a rule, active = well fitted curve in the direction sought with a large enough effect; inconclusive = small, poorly fitted or top-dose-only effect, or another doubt; inactive = no such curve, though single readings can be large; an effect the other way counts as inactive or inconclusive.

Short keys: A = PI5P4K alpha inh; B = GLP-1R agonist; C = HEK293 tox; D = IL2 activator; E = GLP1R inv ag; F = DRD3 antagonist; G = WRN helicase inh; H = PLK1 PBD block; I = DRD3 agonist
> CC(CN1CCOCC1)c1ccccc1 (stereo not given)
  A = .; B = -1%; C = 0%; D = 0.1; E = 0%; F = 6; G = -7%; H = 2%; I = 2

> O=C(CCc1ccccc1)Nc1nnc(-c2ccc3c(c2)CCCC3)o1
  A = -12; B = -5%; C = -1%; D = -2.4; E = 1%; F = -3; G = -6%; H = -7%; I = -4

> Nc1ncnc2c1ncn2-c1ccccc1Cl
  A = -11; B = 4%; C = 2%; D = -0.1; E = 94%[activator]; F = -6; G = -10%; H = 4%; I = 0

> CC1Cc2ccccc2N1C(=O)Cn1cnc2c1c(=O)n(C)c(=O)n2C (stereo not given)
  A = -1; B = 3%; C = 6%; D = 0.0; E = 10%; F = 18; G = -21%; H = -7%; I = 0

> Cc1cccc(C)c1NC(=O)C(c1ccccc1)N1CCN(c2ccc(C(F)(F)F)cn2)CC1 (stereo not given)
  A = -2; B = -2%; C = 0%; D = -0.4; E = ?; F = -17; G = 2%; H = -3%; I = 3

> O=C1CC(c2ccco2)CC2=C1C1c3ccccc3C(=O)N1c1ccccc1N2 (stereo not given)
  A = -3; B = -4%; C = -41%; D = 0.6; E = 25%; F = 8; G = -4%; H = -2%; I = -3

> Cc1ccc(C2NC(=O)c3ccccc3N2)s1 (stereo not given)
  A = 1; B = 2%; C = ?; D = -0.2; E = -12%; F = 5; G = -2%; H = -12%; I = -8

> Cc1ccc(C)c(Nc2nn3c(=O)c4ccc(C(=O)NCc5ccccc5)cc4nc3s2)c1
  A = .; B = -1%; C = -15%; D = .; E = ?; F = .; G = .; H = .; I = -8

> Fc1ccc2cnc(-c3ccccc3)cc2c1
  A = -16; B = 10%; C = 9%; D = -0.5; E = 37%[activator]; F = 30; G = 8%; H = -8%; I = 2

> CCOC(=O)Oc1ccc(/C=C2\N=C(C)OC2=O)cc1
  A = 1; B = -2%; C = -2%; D = 0.4; E = 2%; F = 19; G = -19%; H = -27%; I = 5

> COc1cc(/C=N/NC(=O)C(=O)Nc2ccccn2)ccc1O
  A = -9; B = -7%; C = -6%; D = 0.3; E = 15%; F = 8; G = 3%; H = 0%; I = 5

> O=C1NC(=O)C2C3OC(C(Br)C3Br)C12 (stereo not given)
  A = 1; B = 11%; C = 5%; D = -2.0; E = 20%; F = 0; G = 3%; H = -7%; I = -6

> Cc1[nH]c2ccccc2c1CCCO
  A = 2; B = 11%; C = 156%[activator]; D = 0.0; E = -4%; F = -23; G = 1%; H = -10%; I = -10

> COc1ccccc1CNC(=O)c1ccc(CS(=O)(=O)c2ccc(C)cc2)o1
  A = -28; B = 2%; C = -2%; D = -0.7; E = -1%; F = 5; G = -15%; H = -19%; I = 0

> CCOC(=O)NC1(C(F)(F)F)N=C(c2ccccc2)NC1=O (stereo not given)
  A = 8; B = 2%; C = 2%; D = 0.1; E = 15%; F = -8; G = -14%; H = -1%; I = 3

> O=C(NCCS(=O)(=O)NC1CCCCC1)c1ccc2c(c1)OCO2
  A = 0; B = 15%; C = 2%; D = 0.7; E = 2%; F = -10; G = 1%; H = -1%; I = -3

> O=C1c2cccnc2C(=O)N1c1cccc([N+](=O)[O-])c1
  A = 4; B = 4%; C = 6%; D = 0.0; E = 8%; F = 25; G = 1%; H = -15%; I = 3

> CC(C)N(CCc1ccncc1)C(=S)Nc1ccc(F)c(Cl)c1
  A = 0; B = 5%; C = -3%; D = 0.1; E = ?; F = 3; G = -3%; H = -8%; I = 5

> CC(=O)Nc1ccc2sc(NC(=O)CN3CCOCC3)nc2c1
  A = 7; B = 0%; C = -18%; D = -0.5; E = 5%; F = 10; G = -5%; H = 2%; I = 6

> O=C(O)CSc1nc2sc3c(c2c(=O)n1-c1ccccc1)CCC3
  A = -30; B = 3%; C = 8%; D = -1.9; E = -16%; F = -14; G = ?; H = ?; I = -13

> CC1CCN(CCNC(=O)C2CCCN(S(=O)(=O)c3cccc4nsnc34)C2)CC1 (stereo not given)
  A = -2; B = -5%; C = 6%; D = -2.2; E = -14%; F = -25; G = -6%; H = -5%; I = -19

> Cc1ccc(CN2CC(C(=O)N(C)CC(=O)Nc3cccc(F)c3)CC2=O)cc1 (stereo not given)
  A = 1; B = 2%; C = 1%; D = -0.4; E = -18%; F = 2; G = -4%; H = -5%; I = 2

> COc1ccc(C(=O)COC(=O)c2cnc(C)cn2)cc1OC
  A = 4; B = 20%; C = 0%; D = -0.3; E = 43%[activator]; F = 23; G = 8%; H = -7%; I = 2

> Cc1cccc(C)c1NC(=O)CNC(=O)c1cncc(Br)c1
  A = 5; B = 0%; C = -11%; D = -2.1; E = -3%; F = 24; G = 2%; H = 6%; I = 14

> Cc1ccc(-n2c(C)cc(C(=O)CN3CCOCC3)c2C)cc1
  A = 2; B = 16%; C = 11%; D = 0.9; E = 2%; F = -9; G = 8%; H = -6%; I = -4

> Cc1ccc(C(=O)OC(C)CN2CCOCC2)cc1 (stereo not given)
  A = 6; B = -1%; C = 1%; D = -0.2; E = -9%; F = -13; G = -4%; H = 2%; I = -25

> COc1ccccc1CNC(=O)c1cnccn1
  A = .; B = -3%; C = 3%; D = -1.4; E = 5%; F = -21; G = -16%[57.1 µM]; H = -16%; I = -9

> Cc1ccc(C(=O)NNC(=O)C2CCN(c3nccc(C)n3)CC2)cc1
  A = .; B = -6%; C = -10%; D = -0.6; E = 0%; F = -24; G = -6%; H = -2%; I = -4

> Cn1nnnc1SCC(=O)N1CCOCC1
  A = 2; B = -12%; C = -10%; D = -1.2; E = 3%; F = 12; G = -2%; H = -20%; I = 0

> COc1ccc(-c2cc(C(F)(F)F)nc(N3CCOCC3)n2)cc1
  A = .; B = -7%; C = 9%; D = -1.7; E = -7%; F = 22; G = -9%; H = -5%; I = -6

An excerpt of these results, as a markdown table.
| canonical_smiles | PI5P4K alpha inh | GLP-1R agonist | HEK293 tox | IL2 activator | GLP1R inv ag | DRD3 antagonist | WRN helicase inh | PLK1 PBD block | DRD3 agonist |
| --- | --- | --- | --- | --- | --- | --- | --- | --- | --- |
| Cc1ccc(C(=O)NNC(=O)C2CCN(c3nccc(C)n3)CC2)cc1 | . | -6% | -10% | -0.6 | 0% | -24 | -6% | -2% | -4 |
| Cn1nnnc1SCC(=O)N1CCOCC1 | 2 | -12% | -10% | -1.2 | 3% | 12 | -2% | -20% | 0 |

Other structures follow:
Short keys: A = PI5P4K alpha inh; B = GLP-1R agonist; C = HEK293 tox; D = IL2 activator; E = GLP1R inv ag; F = DRD3 antagonist; G = WRN helicase inh; H = PLK1 PBD block; I = DRD3 agonist
> CSc1nc2c(cnn2-c2ccc(C)c(C)c2)c(=O)[nH]1
  A = 4; B = 1%; C = 17%; D = -1.2; E = 6%; F = 45; G = 3%; H = -10%; I = 0

> COc1ccc(C(CNC(=O)c2cc(SC)ccc2Cl)N(C)C)cc1 (stereo not given)
  A = 7; B = -4%; C = ?; D = -0.6; E = ?; F = -25; G = -4%; H = -14%; I = -17

> O=C(Nc1ccc2c(c1)C(=O)NC2=O)c1ccc(S(=O)(=O)N2CCCC2)cc1
  A = 5; B = 8%; C = 14%; D = -0.7; E = 2%; F = 0; G = 3%; H = ?; I = -21

> CO[C@H]1CN(C)C(=O)c2ccc(NS(=O)(=O)c3ccccc3F)cc2OC[C@H](C)NC[C@@H]1C
  A = -7; B = .; C = 3%; D = 0.4; E = 15%; F = -14; G = 1%; H = -18%; I = -7

> COc1ccc(CNc2ccc3c(c2)ncn3-c2ccccc2OC)cc1
  A = .; B = 9%; C = -24%; D = -2.5; E = -9%; F = 9; G = -14%; H = -5%; I = -15

> Cc1ccc(C(=O)Nc2cccc([N+](=O)[O-])c2)cc1S(=O)(=O)Nc1cccc(C(=O)O)c1
  A = 9; B = 2%; C = -1%; D = -0.5; E = 7%; F = -1; G = -22%[57.1 µM]; H = 15µM*; I = 6

> CCOc1cc(N2CCOCC2)c(OCC)cc1NC(=O)CSc1nnc(N)s1
  A = -5; B = 19%; C = 3%; D = -0.5; E = 36%[activator]; F = 6; G = -5%; H = -18%; I = 17

> O=C(Nc1nc(-c2ccncc2)cs1)c1ccco1
  A = -14; B = -3%; C = 8%; D = 0.3; E = 43%[activator]; F = 12; G = -13%[57.1 µM]; H = -20%; I = -1

> COc1cccc(NC(=O)Cn2c(CCC(=O)O)ccc2-c2ccc(C)cc2)c1
  A = -7; B = -1%; C = -18%; D = -1.3; E = -27%; F = 15; G = 5%; H = -3%; I = 2

> COc1ccc(C)cc1NC(=O)C(C)N(c1ccc(C)cc1)S(C)(=O)=O (stereo not given)
  A = .; B = -5%; C = 3%; D = -3.1; E = 1%; F = 8; G = 1%; H = -8%; I = -11

> COc1ccc(S(=O)(=O)N2CN3CCN(C3)C2)cc1OC
  A = 0; B = -4%; C = -8%; D = -0.2; E = 23%; F = 8; G = 1%; H = -12%; I = -4

> CSc1n[nH]c(=O)n1C1CCCCC1
  A = -6; B = -8%; C = -16%; D = 0.3; E = 12%; F = 65; G = -12%; H = -8%; I = 1

> COC(=O)CN(C(=S)Nc1ccccc1)C1CC(=O)N(c2ccc(OC)cc2)C1=O (stereo not given)
  A = 14; B = 0%; C = -8%; D = -0.5; E = 2%; F = 1; G = -9%; H = -12%; I = 2

> Cc1nc2nc[nH]n2c(=O)c1NC(=O)CC12CC3CC(CC(C3)C1)C2
  A = -4; B = -3%&-3%; C = -2%&4%; D = 2.3&-0.5; E = 0%&5%; F = -5&2; G = -6%[57.1 µM]; H = 0%&-2%; I = 0&6
